AID2073: inhibitors of Mint1-CaV2.2 protein interaction, biochemical, HTRF (AID 2073) | inhibition, % at 20 µM; hits with a dose series show IC50 in µM | 290,000 compounds, 0.19% hits | HTRF protein-protein interaction, Mint1-CaV2.2; higher % means a stronger effect; in the data active = inhibition mostly above about 51%, no sharp cut-off; inconclusive = no clear call, values can overlap the other calls; inactive = mostly below about 53%; note: some results filed as inactive read as strong as hits
KOR beta-arrestin-1: kappa opioid receptor blockers – cell-based, luminescence, uHTS (AID 1778); KOR beta-arrestin recruitment, luminescence, antagonist mode; higher % means a stronger effect; one-dose inhibition, % at 10 µM; IC50 in µM for titrated hits; 290,000 compounds, 0.091% hits; note: strong numbers were not always called active
Dengue-2 NS5 capping: flavivirus cap methylation enzyme inhibition – biochemical, confirmation dose response, primary screen (AID 588689). Dengue-2 NS5 methyltransferase capping enzyme assay, biochemical; higher % means a stronger effect. one-dose inhibition, % at 25 µM; IC50 in µM for titrated hits. 340,000 compounds, 0.3% hits; in the data active = a potency from the dose series; inconclusive = inhibition above about 29% without an active follow-up result
KOR beta-arrestin-2: KOR agonists, beta-arrestin recruitment, primary screen, cell-based, luminescence, uHTS (AID 1777) | 280,000 compounds, 0.02% hits | KOR beta-arrestin recruitment, luminescence; higher % means a stronger effect | activation, % at 10 µM; hits with a dose series show EC50 in µM; in the data active = activation above about 50%, passing the limit was not always enough; note: a part of the inactive calls stands beside numbers as strong as those of hits
West Nile antiviral: inhibition of WNV-induced cytopathic effect – cell-based, CPE readout (AID 1621); CPE inhibition, % at 10 µM; hits with a dose series show IC50 in µM; 290,000 compounds, 0.02% hits; West Nile virus-infected cells, CPE inhibition; higher % means a stronger effect; in the data active = a potency from the dose series; inconclusive = CPE inhibition mostly from about 3.7% at the one dose, without a potency; inactive = the rest, 99 in 100 with CPE inhibition below about 2.2%; note: strong numbers were not always called active
HIV fusion peptide: inhibitors of HIV fusion peptide binding, primary screen, biochemical, uHTS, fluorescence dequenching (AID 1986) | one-dose inhibition, % at 20 µM; IC50 in µM for titrated hits | cell-free peptide binding, fluorescence dequenching, 30 min; higher % means a stronger effect | 290,000 compounds, 0.3% hits; in the data active = inhibition mostly above about 52%, no sharp cut-off; inactive = mostly below about 76%; note: some results filed as inactive read as strong as hits
HEK293 NOD2/NF-kB: NOD2 signaling inhibitors, cell-based, luminescence, uHTS, HEK293 (AID 1566); HEK293 NOD2/NF-kB luciferase reporter, luminescence; higher % means a stronger effect; inhibition, % at 4 µM; hits with a dose series show EC50 in µM; 290,000 compounds, 0.63% hits; note: many of its hits are not listed in these tables
NOD1 NF-kB reporter: NOD1 signaling inhibitors, primary screen, cell-based, luminescence, uHTS (AID 1578). NOD1-driven NF-kB luciferase reporter cells, luminescence; higher % means a stronger effect. one-dose inhibition, % at 4 µM; EC50 in µM for titrated hits. 290,000 compounds, 1% hits; in the data active = inhibition mostly above about 36%, no sharp cut-off; inactive = mostly below about 34%;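 note: HEK-293T reporter cells stimulated with the NOD1 agonist gamma-tri-DAP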
Yfh1-depleted yeast: mitochondrial function rescue without frataxin homolog – Friedreich's ataxia, plus single-dose screen, dose response (AID 1465); S. cerevisiae Yfh1-off respiration, WST-1 reduction, 72 h; higher fold induction means a stronger effect; fold induction at 50 µM; hits with a dose series show EC50 in µM; 220,000 compounds, 0.074% hits;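 active = fold induction of absorbance versus untreated yeast above a set limit, then at least 30% activation at any dose in follow-up; inconclusive = repeats straddling the limit, or above it without dose testing; inactive = fold induction below the set limit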;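 note: activators that raise dye reduction in frataxin-depleted yeast; strong numbers were not always called active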
* marks the source's active call; other numbers are inactive results; i = inactive; u = inconclusive; x = not tested or not shown; [ ] = dose if it differs, or a comment. Cut-off read from the data, not from the text of the source, unless noted: active = inhibition above about 50%; inactive = the rest.

Every second line gives: AID2073, KOR beta-arrestin-1, Dengue-2 NS5 capping, KOR beta-arrestin-2, West Nile antiviral, HIV fusion peptide, HEK293 NOD2/NF-kB, NOD1 NF-kB reporter, Yfh1-depleted yeast
(1) CC(=O)n1cc([C@H]2C=C(C(=O)Nc3ccccc3)O[C@@H](OCCCCO)C2)c2ccccc21
  10%, -13%, -2%, 5.0%, -0.1%, -0.9%, 10%, -40%, i
(2) COCCn1c(SCc2cccnc2)nnc1-c1c[nH]c2ccccc12
  0%, -7%, -3%, -7.4%, -0.2%, 1.7%, 5%, -15%, i
(3) Cn1c(C(=O)N2CCCCCC2)cc2c(=O)n(C)c3ccccc3c21
  4%, 39%, 1%, -8.8%, 0.2%, 12%, 8%, -20%, i
(4) c1cc(CNC23CC4CC(CC(C4)C2)C3)ccn1
  4%, -69%[20 µM], 2%, x, -0.4%, 0.9%, 9%, -26%, i
(5) O=C(c1ccc([N+](=O)[O-])cc1[N+](=O)[O-])n1cnc2ccccc21
  -4%, -10%, -7%, 2.6%, 1.4%, 0.6%, 2%, -45%, i
(6) Oc1cc2c(cc1CN1CCc3ccccc3C1)OCO2
  -5%, 5%, -1%, -2.2%, -0.5%, 2.6%, -2%, -26%, x
(7) CCOc1ccccc1N(CC(=O)NC1CCCCC1)C(=O)CCC(=O)Nc1cc(C)ccn1
  4%, -36%, -9%, -1.8%, -0.3%, -0.4%, -12%, -20%, x
(8) CCOc1ccc2[nH]c(=O)c(CN(CCc3ccccc3)C(=O)N3CCCC3)cc2c1
  2%, 18%, -4%, 2.0%, -1.1%, 0.5%, 28%, 25%, i
(9) Cc1cc(-c2ccccc2)n(-c2ccccc2)n1
  4%, -8%, -3%, -1.2%, -0.5%, -0.3%, -25%, -69%, x
(10) CCN1CCN(c2cc(C)c3cc(NC(=S)N(CC)CC)ccc3n2)CC1
  -9%, 2%, 4%, -3.4%, 0.6%, -1.9%, -4%, 5%, i
(11) O=C(CNC1CCCCC1)Nc1ccc(Cl)cc1
  3%, -31%[20 µM], 2%, -5.7%, -0.9%, -0.3%, 11%, -23%, x
(12) Cc1cccc(NC(=O)C(C)C(=O)c2ccccc2)c1 (configuration not stated)
  10%, -32%, -6%, 5.7%, -0.9%, 3.2%, 10%, 24%, x
(13) CCc1ccc(/C=C2\SC(=S)N(CCC(=O)NC3=NCCS3)C2=O)cc1
  11%, -326%, x, 29%, -0.3%, 6.7%, 3%, -16%, i
(14) O=C(CCCSc1nnnn1-c1ccccc1)c1ccc(F)cc1
  -4%, -10%, x, -0.5%, -1.0%, -2.1%, 13%, 20%, i
(15) COc1cccc(/C=C/c2ccncc2)c1OC
  3%, 1%, -2%, 2.1%, x, -0.3%, -8%, -22%, x
(16) CCOC(=O)CNC(=O)CSc1ncnc2c1cnn2-c1ccc(OC)cc1
  0%, -36%, 2%, -9.0%, 0.0%, -0.8%, 19%, 21%, i
(17) CC(CCc1ccccc1)NC(=O)CN1CCN(Cc2ccccc2)C1=O (configuration not stated)
  -4%, -12%, 6%, -3.4%, -0.8%, 2.0%, 11%, -2%, i
(18) Cc1cc(NC(=O)CSc2nc(-c3ccc(Cl)cc3)cs2)no1
  11%, -169%, -4%, 2.4%, 0.2%, 1.8%, 9%, -40%, i
(19) O=C(CNC(=O)c1ccc(Cl)cc1Cl)NCCCn1ccnc1
  2%, 4%, 9%, 2.9%, -0.1%, -0.2%, 24%, 17%, i
(20) O=C(Nc1cccc(Cl)c1)c1cc(S(=O)(=O)NCCc2ccc(Cl)cc2)ccc1F
  3%, 6%, -3%, 2.3%, -1.7%, -0.4%, -12%, -16%, i
(21) C=CCN(CC=C)CC(=O)Nc1ccc(S(N)(=O)=O)cc1
  6%, 2%, 1%, -3.3%, 0.4%, 2.8%, 2%, -11%, i
(22) COc1ccc(N(CC(=O)NC2CCCCC2)C(=O)CNC(=O)c2cccs2)cc1OC
  9%, -16%, -4%, -2.4%, -0.3%, 0.8%, -12%, 7%, x
(23) O=C(Nc1ccccc1Sc1ccccc1)c1ccccc1
  u, 8%, -5%, 1.2%, 0.2%, 1.1%, 7%, -12%, i
(24) C=CCOC(=O)C1=C(C)Nc2nc3ccccc3n2C1c1ccncc1 (configuration not stated)
  2%, -7%, 1%, -0.1%, 1.5%, 0.9%, -15%, -46%, i
(25) Cc1cccc(C)c1NC(=O)/C(C#N)=C/c1ccc(-c2ccc(C(=O)O)cc2)o1
  4%, -9%, u, -2.5%, -0.2%, 7.8%, -82%, -81%, x
(26) O=C(O)CSc1cc(NS(=O)(=O)c2cccc([N+](=O)[O-])c2)c2ccccc2c1O
  -15%, -65%, 5.4µM*, 13%, -0.4%, 5.8%, 17%, -6%, i
(27) COC(=O)c1cc(Oc2ccc(C(=O)OC)cc2N)cc(C(=O)OC)c1
  4%, 16%, -7%, 0.4%, -1.4%, -0.3%, 7%, -22%, i
(28) CCOc1ccc(NS(=O)(=O)c2ccc(OC)c(C)c2)cc1
  2%, 23%, -1%, -4.7%, -0.4%, 6.0%, 23%, 13%, i
(29) CC1CCc2nn(CC(=O)NCCCN3CCCCC3)cc2C1 (configuration not stated)
  4%, -1%, -2%, -7.1%, -0.1%, -1.2%, -9%, 6%, i
(30) COc1ccc2ncc(S(=O)(=O)c3ccccc3)c(N3CCC4(CC3)OCCO4)c2c1
  3%, -6%, 3%, 1.9%, 0.7%, 1.3%, -17%, 18%, i

Next part; it opens with the 2 that closed the last part.
Every second line gives: AID2073, KOR beta-arrestin-1, Dengue-2 NS5 capping, KOR beta-arrestin-2, West Nile antiviral, HIV fusion peptide, HEK293 NOD2/NF-kB, NOD1 NF-kB reporter, Yfh1-depleted yeast
(29) CC1CCc2nn(CC(=O)NCCCN3CCCCC3)cc2C1 (configuration not stated)
  4%, -1%, -2%, -7.1%, -0.1%, -1.2%, -9%, 6%, i
(30) COc1ccc2ncc(S(=O)(=O)c3ccccc3)c(N3CCC4(CC3)OCCO4)c2c1
  3%, -6%, 3%, 1.9%, 0.7%, 1.3%, -17%, 18%, i
(31) Cc1cc(C(=O)C(=O)N(C)C)c(C)n1-c1ccc(Cl)cc1
  8%, 14%, x, -3.1%, -0.8%, -1.1%, 13%, -19%, u
(32) CCOc1ccc(OCC)c(NC(=O)C(NS(=O)(=O)c2ccc3c(c2)oc(=O)n3C)C(C)C)c1 (configuration not stated)
  7%, 21%, -6%, -5.9%, 0.6%, -1.9%, 9%, 4%, i
(33) CCOC(=O)Cn1nc(-c2ccccc2)c2cnc3ccc(C)cc3c21
  7%, -14%, -3%, 1.8%, x, -2.6%, 9%, 20%, x
(34) Cc1c(-c2cccc(Cl)c2)nc2ccccc2c1C(=O)OCC(=O)Nc1ccc2c(c1)OCO2
  9%, x, 2%, -3.5%, 0.6%, 2.1%, -44%, 24%, i
(35) CN1CCN(CCOCCOc2ccc(Br)cc2Cl)CC1
  12%, -94%[20 µM], 9%, 4.3%, 0.0%, -0.8%, 6%, 26%, x
(36) COc1ccc(N2CC(C(=O)NCc3ccccc3)CC2=O)cc1 (configuration not stated)
  0%, 3%, -1%, -5.3%, -0.2%, 3.3%, 10%, -23%, i
(37) c1ccc(Nc2nc3ccccc3n3nnnc23)cc1
  9%, -27%, 7%, 1.3%, 0.1%, 21%, -40%, -16%, i
(38) CCCOc1ccc(S(=O)(=O)NCCN2CCOCC2)c2ccccc12
  -2%, 15%, -1%, 6.0%, -0.4%, -1.4%, 4%, -15%, i
(39) CCOC(=O)C1=C(C)N=C2c3ccccc3C(=O)C2C1c1ccc(C)cc1 (configuration not stated)
  5%, -5%, -5%, 3.4%, 1.8%, 0.1%, -10%, 44%, i
(40) CCOC(=O)N1CCC(NC(=O)c2sc3nc4n(c(=O)c3c2C)CCCC4)CC1
  -1%, 8%, -5%, -3.6%, -0.3%, -0.2%, 2%, 6%, i
(41) CN1C(=O)/C(=C/C=C2/CCCN2C)N(C)C1=S
  -31%, 7%[20 µM], x, 1.4%, -0.1%, 27%, -8%, -39%, i
(42) COc1cc(CN(C)c2ncnc3sccc23)ccc1OC(F)F
  11%, 13%, -7%, -0.9%, 1.7%, -0.7%, 41%, -9%, x
(43) c1ccc(Cn2nnc3c(NCCN4CCOCC4)ncnc32)cc1
  3%, 3%, -7%, -0.5%, 0.2%, -0.1%, -10%, 8%, i
(44) COc1ccc2nc(N(CCN(C)C)C(=O)c3ccc4ccccc4c3)sc2c1
  -6%, -44%, -11%, -0.3%, 0.6%, 0.4%, 17%, -12%, x
(45) Cc1cc(N2CCN(c3ccccc3)CC2)nc(-c2ccccc2)n1
  -6%, -47%, -3%, 6.9%, -0.8%, -1.1%, 16%, -8%, i
(46) Cc1ccc(N(C(=O)CNC(=O)c2ccco2)C(C(=O)NCC2CCCO2)c2ccccc2)cc1 (configuration not stated)
  -6%, -12%, 2%, -5.8%, -0.2%, 0.3%, 14%, 9%, i
(47) CCc1cc(=O)oc2cc(C)cc(OCC(=O)NC3CC3)c12
  12%, -4%, 2%, -4.0%, 0.6%, 0.5%, -13%, -24%, x
(48) O=C(COc1cc2oc(=O)c3c(c2cc1Cl)CCC3)Nc1cccnc1
  23%, 6%, 6%, -2.3%, 0.2%, 1.2%, -35%, -81%, x
(49) CNC(=O)/C(C#N)=C/c1c(N2CCCCCC2)nc2c(C)cccn2c1=O
  18%, -23%, -5%, -1.0%, -0.9%, -2.0%, 6%, 3%, x
(50) COc1cccc(C(=O)N2CCN(C(=O)c3cccc4ccccc34)CC2)c1OC
  5%, 5%, -4%, 0.7%, -0.1%, -0.3%, 22%, -4%, i

Dengue-2 NS5 capping, what is marked active above
| No. | mol | AID2073 | KOR beta-arrestin-1 | Dengue-2 NS5 capping | KOR beta-arrestin-2 | West Nile antiviral | HIV fusion peptide | HEK293 NOD2/NF-kB | NOD1 NF-kB reporter |
| --- | --- | --- | --- | --- | --- | --- | --- | --- | --- |
| 26 | O=C(O)CSc1cc(NS(=O)(=O)c2cccc([N+](=O)[O-])c2)c2ccccc2c1O | -15% | -65% | 5.4µM* | 13% | -0.4% | 5.8% | 17% | -6% |

Record cards, as listed above. Screens in order: AID2073	KOR beta-arrestin-1	Dengue-2 NS5 capping	KOR beta-arrestin-2	West Nile antiviral	HIV fusion peptide	HEK293 NOD2/NF-kB	NOD1 NF-kB reporter	Yfh1-depleted yeast
CN1C(=O)/C(=C/C=C2/CCCN2C)N(C)C1=S across the screens: -31%	7%[20 µM]	x	1.4%	-0.1%	27%	-8%	-39%	i
Cc1ccc(N(C(=O)CNC(=O)c2ccco2)C(C(=O)NCC2CCCO2)c2ccccc2)cc1 (configuration not stated) across the screens: -6%	-12%	2%	-5.8%	-0.2%	0.3%	14%	9%	i

Bioassay records deposited in PubChem by several laboratories.

Some of the compounds tested; count on the stated rates, not on these rows.
